Source: PubChem (National Center for Advancing Translational Sciences (NCATS))
GAA glycogen mod – alters human alpha-glucosidase cleavage of glycogen; AID 2100; Potency, µM (series often up to 76.4 µM), for the others: at the highest dose activity change, negative = inhibition, actives largely listed as inhibitors; hit rate 0.38% among 300,000; recombinant GAA, glycogen substrate, Amplex Red glucose oxidase fluorescence; P10253; active means well fitted inhibition curve with a large enough effect;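 further: 0% = full enzyme reaction and -100% = no-enzyme basal signal; the screen sought inhibitors and activators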
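Recombinant human alpha-glucosidase (4 nM final) hydrolysed bovine liver glycogen (30 ug) for 40 min at 37 C in pH 5.0 citrate/phosphate with 0.01% Tween-20. Released glucose detected by glucose oxidase/Amplex Red, Ex 573/Em 610 nm. Compounds up to 77 uM; AC50 from Hill fits.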
Starred values were filed as active, the others as inactive; [ ] = dose if it differs, or a comment. Potency means the concentration at half of the fitted maximal effect. A portion of the library; the hit share may differ from the screen's.

GAA glycogen mod	Compound
-6%[76.3 µM]	Cc1ccc(Cl)cc1NC(=O)Cn1c(=O)n(CCC(=O)N2CCc3ccccc3C2)c(=O)c2ccccc21
5%[76.3 µM]	CCCc1ncc(CN2CCC(C(=O)Nc3cccc(-c4cscn4)c3)CC2)cn1
15%[76.3 µM]	O=S(=O)(Nc1nc2n(n1)C(c1ccccc1)C=C(c1ccc(Cl)cc1)N2)c1ccccc1 (stereo not given)
-6%[76.3 µM]	CC(=O)c1c(C)oc2ccc(N(C(=O)c3ccncc3)S(=O)(=O)c3ccc(F)cc3C)cc12
-5%[76.3 µM]	Cc1ccc(-c2csc3nc[nH]c(=O)c23)cc1C
-6%[76.3 µM]	CC(=O)c1c[nH]c(C(=O)NC2CCCCCC2)c1
-1%[76.3 µM]	N#Cc1ccc(CN2CCN(C(=O)Cn3nc(C(N)=O)c4ccccc4c3=O)CC2)cc1
3%	Cc1[nH]c(=O)[nH]c(=O)c1S(=O)(=O)N1CCCCC1
8%[76.3 µM]	COc1cccc(-n2c(=O)c3sccc3n(Cc3cc(=O)n4cc(Cl)ccc4n3)c2=O)c1
-21%[76.3 µM]	CCOCCCNC(=S)N(CCO)Cc1cc2cc3c(cc2[nH]c1=O)OCCO3
-6%[76.3 µM]	CC1=C(C(=O)Nc2ccccc2C(=O)N2CCCCC2)SCCO1
-2%[76.3 µM]	CCOC(=O)CN1C(=O)N(CC(=O)OCC)C(c2ccccc2)(c2ccccc2)C1=O
-4%[76.3 µM]	CNS(=O)(=O)c1ccc(NC(=O)Nc2ccc3c(c2)OCO3)cc1
-10%[76.3 µM]	C=CCC1(CC=C)CCCN1C(=O)c1cc(COc2ccc(-n3cncn3)cc2)on1
-4%[76.3 µM]	CCOc1c(Br)cc(C2CC(=O)Nc3cc4c(cc32)OCO4)cc1OC (stereo not given)
-8%	COCCn1c(=S)[nH]c2sc3c(c2c1=O)CCC(C)C3 (stereo not given)
-13%[76.3 µM]	CN1C(c2ccccc2)CC(=NO)CC1c1ccccc1 (stereo not given)
-2%[76.3 µM]	O=S(=O)(c1ccccc1)c1nnn2c1nc(Nc1ccccc1)c1cc(Cl)ccc12
1%	C=CCNc1nc2ccccc2nc1NS(=O)(=O)c1cccc(C)c1
1%[76.3 µM]	O=C(CCc1nnc2ccc(NCCCN3CCCC3=O)nn12)NCc1ccccc1Cl
0%	COc1ccc(C(C(=O)NC2CCCCC2)N(C(=O)c2ccco2)c2ccccc2C(C)=O)cc1 (stereo not given)
14%[76.3 µM]	N#C/C(=C\c1c(Oc2ccc(F)cc2)nc2ccccn2c1=O)c1nc2ccccc2s1
-3%	COc1ccccc1NC(=O)NC1CCS(=O)(=O)C1 (stereo not given)
-3%[76.3 µM]	O=C(COC(=O)c1n[nH]c2ccccc12)c1cccc(Br)c1
12%[76.3 µM]	COc1ccc(CNC(=O)CN2C(=O)COc3ccc(S(=O)(=O)N4CCCCCC4)cc32)cc1
-3%[76.3 µM]	CC(C)(C)c1ccc(OCCn2cc(C(=O)c3ccco3)c3ccccc32)cc1
5%	CCC(=O)Nc1ccc(NC(=O)CSc2nc3c(c(=O)n(C)c(=O)n3C)n2CC)cc1
10%[76.3 µM]	O=C(NCC1CCCCC1)c1cccc([N+](=O)[O-])c1
13%[76.3 µM]	CCOC(=O)c1ccc2nc(C)cc(Nc3ccc(OC(C)C)cc3)c2c1
10%[76.3 µM]	CCCCNC(=O)O[C@H]1C[C@@H]2CCN3C(=O)CCC(C)(C)[C@H](C1)[C@H]23
2%[76.3 µM]	O=C(NCc1ccc2c(c1)OCO2)Nc1ccc([N+](=O)[O-])cc1
8%[76.3 µM]	COc1ccccc1-c1noc(CSc2nnc(Cc3ccccc3)n2-c2ccc(C)c(C)c2)n1
0%	Cc1cc2oc(=O)cc(CN3CCCCC3)c2cc1O
0%[76.3 µM]	Cc1ccccc1-n1ncc2c1CC(C)(C)CC2NC(=O)CCN1Cc2ccccc2C1=O (stereo not given)
4%[76.3 µM]	Cc1ccc(C(=O)NCCc2nnc(SCC(=O)Nc3cccc(C(=O)O)c3)n2C)cc1
11%[76.3 µM]	Cc1c(C(=O)N2CCCC2)oc2c1-c1nn(CC(=O)NCc3ccccc3F)cc1CC2
-9%[76.3 µM]	Cc1onc(C(=O)N2CCN(c3ccccc3)CC2)c1[N+](=O)[O-]
11%[76.3 µM]	CCCc1[nH]c2ccc(C(=O)OC)cc2c1CCC
0%	COC(=O)C1(C(F)(F)F)C2C=CC(C2)N1S(=O)(=O)c1ccc(C)cc1 (stereo not given)
10%	N#C/C(=C(/O)c1ccc(Cl)cc1)c1nc2ccccc2[nH]1
23%[76.3 µM]	CCCn1c(=O)c2sccc2n2c(CCCC(=O)Nc3ccc(C)c(F)c3)nnc12
-11%	O=CN1CCN(c2c([N+](=O)[O-])c(=O)oc3ccccc23)CC1
20µM*	Nc1ccccc1Nc1nc2ccccc2[nH]1
14%[76.3 µM]	O=c1c2cccnc2n(Cc2ccc(Cl)cc2)c(=O)n1Cc1ccc(F)cc1
-5%[76.3 µM]	Cc1ccc(OCC(=O)Nc2sc3c(c2C(N)=O)CCCC3)c(C(C)(C)C)c1
-3%	COc1ccccc1COc1ccc2c(C)c(CC(=O)O)c(=O)oc2c1C
-12%[76.3 µM]	CCc1nn2c(-c3ccccc3OC)ccnc2c1-c1ccc(F)cc1
5%	COc1ccc(/C=C/c2ccc3ccccc3[n+]2C)cc1OC
0%	Cc1cc(Cl)ccc1OCC(O)CNCCc1ccc(S(N)(=O)=O)cc1 (stereo not given)
5%[76.3 µM]	Cc1ccccc1Cn1c(C)nc2ccc([N+](=O)[O-])cc2c1=O
10%[76.3 µM]	COc1ccc(NC(=O)CCNS(=O)(=O)c2cccc3nsnc23)cc1Cl
-2%[76.3 µM]	CCOc1ccc(CNC(=O)COc2cc(=O)n(C)c3ccccc23)cc1
2%	CCOC(=O)C1CCCN(C2=NC(=O)/C(=C/c3ccc(O)c(OC)c3)S2)C1 (stereo not given)
-2%[76.3 µM]	COc1ccccc1NS(=O)(=O)NC(=O)c1cn(C)c2ccccc12
-5%[76.3 µM]	CC(C)COc1cccc(C(=O)NC2(C)CCS(=O)(=O)C2)c1 (stereo not given)
9%[76.3 µM]	COc1cccc(NC(=O)C2CCCN(c3nnc(-n4c(C)ccc4C)s3)C2)c1 (stereo not given)
-10%[76.3 µM]	CC(=O)Nc1nonc1-c1nc2ccccc2n1Cc1ccccc1Br
-7%[76.3 µM]	O=C(OCCOc1cccc(Cl)c1)C1CCN(S(=O)(=O)c2ccccc2)CC1
6%	Cc1c(C)c2c(OCC(=O)NCC(C)C)cc3c(c2oc1=O)CCC(C)(C)O3
0%[76.3 µM]	COc1ccc(C(=O)Nc2ccc3ncccc3c2)cc1

Some of the entries so far, with bars between the fields:
SMILES | GAA glycogen mod
O=S(=O)(c1ccccc1)c1nnn2c1nc(Nc1ccccc1)c1cc(Cl)ccc12 | -2%[76.3 µM]
C=CCNc1nc2ccccc2nc1NS(=O)(=O)c1cccc(C)c1 | 1%
O=C(CCc1nnc2ccc(NCCCN3CCCC3=O)nn12)NCc1ccccc1Cl | 1%[76.3 µM]
COc1ccc(C(C(=O)NC2CCCCC2)N(C(=O)c2ccco2)c2ccccc2C(C)=O)cc1 (stereo not given) | 0%
N#C/C(=C\c1c(Oc2ccc(F)cc2)nc2ccccn2c1=O)c1nc2ccccc2s1 | 14%[76.3 µM]
COc1ccccc1NC(=O)NC1CCS(=O)(=O)C1 (stereo not given) | -3%
O=C(COC(=O)c1n[nH]c2ccccc12)c1cccc(Br)c1 | -3%[76.3 µM]
COc1ccc(CNC(=O)CN2C(=O)COc3ccc(S(=O)(=O)N4CCCCCC4)cc32)cc1 | 12%[76.3 µM]
CC(C)(C)c1ccc(OCCn2cc(C(=O)c3ccco3)c3ccccc32)cc1 | -3%[76.3 µM]
CCC(=O)Nc1ccc(NC(=O)CSc2nc3c(c(=O)n(C)c(=O)n3C)n2CC)cc1 | 5%
O=C(NCC1CCCCC1)c1cccc([N+](=O)[O-])c1 | 10%[76.3 µM]
CCOC(=O)c1ccc2nc(C)cc(Nc3ccc(OC(C)C)cc3)c2c1 | 13%[76.3 µM]
CCCCNC(=O)O[C@H]1C[C@@H]2CCN3C(=O)CCC(C)(C)[C@H](C1)[C@H]23 | 10%[76.3 µM]
O=C(NCc1ccc2c(c1)OCO2)Nc1ccc([N+](=O)[O-])cc1 | 2%[76.3 µM]
COc1ccccc1-c1noc(CSc2nnc(Cc3ccccc3)n2-c2ccc(C)c(C)c2)n1 | 8%[76.3 µM]
Cc1cc2oc(=O)cc(CN3CCCCC3)c2cc1O | 0%
Cc1ccccc1-n1ncc2c1CC(C)(C)CC2NC(=O)CCN1Cc2ccccc2C1=O (stereo not given) | 0%[76.3 µM]
Cc1ccc(C(=O)NCCc2nnc(SCC(=O)Nc3cccc(C(=O)O)c3)n2C)cc1 | 4%[76.3 µM]

The listing picks up, starting 2 compounds before the break.
GAA glycogen mod	Compound
6%	Cc1c(C)c2c(OCC(=O)NCC(C)C)cc3c(c2oc1=O)CCC(C)(C)O3
0%[76.3 µM]	COc1ccc(C(=O)Nc2ccc3ncccc3c2)cc1
-4%	O=C(Cc1cccs1)NCc1cccc(Cl)c1
3%[76.3 µM]	COc1ccc(-c2csc(NC(=O)C(CC(=O)O)N3CCOCC3)n2)cc1 (stereo not given)
-10%[76.3 µM]	CC(C)N(Cc1nc(-c2ccc(Cl)cc2)no1)C(=O)c1ccc(C(C)(C)C)cc1
2%[76.3 µM]	COc1ccc(CNC(=O)CCC(=O)Nc2cccnc2)cc1
5%[76.3 µM]	COc1ccc(CNC(=O)COc2cc(O)c3c(c2)OC(C)(C)CC3=O)c(OC)c1
-8%[76.3 µM]	CCc1ccc(S(=O)(=O)c2nnn3c2nc(NC(C)C)c2sccc23)cc1
2%[76.3 µM]	Fc1ccc(/C=N/N2CCN(Cc3ccccc3)CC2)cc1
12%[76.3 µM]	Cc1ccc(-n2nc3ccc(NC(=O)Cc4ccc(Cl)cc4)cc3n2)cc1
-10%[76.3 µM]	COc1ccccc1CNC(=O)c1cccnc1
12%	O=[N+]([O-])c1ccc(S(=O)(=O)Nc2nnc(C3CCCCC3)s2)cc1
11%[76.3 µM]	CCc1nn(CC(=O)NCc2ccc(OC)c(OC)c2)c(=O)c2cc3sc(C)cc3n12
1%[76.3 µM]	CC(=O)Nc1ccc(NC(=O)COC(=O)c2cc([N+](=O)[O-])ccc2N2CCOCC2)cc1
16%[76.3 µM]	O=C(Nc1cc(Br)ccc1O)c1cc(-c2cccs2)on1
6%	O=C(CCCNC(=O)c1ccc(Cl)cc1)Nc1ccccc1C(F)(F)F
